CCT modulator: modulators of cytosolic chaperonin (CCT/TRiC) activity; actives 0.3% (n = 360,000); purified chaperonin ATPase assay, HTRF ADP detection, 30 min; AID 651819; activity change, % (test concentration not listed), hits read low; in the data active means activity change below about -30%; further: on the % scale 0 is the no-effect control and ±100 the full control effect
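Enzyme 40 or 20 nM (batch-dependent) in Tris pH 7.4/KCl/MgCl2/DTT; cpd 76 uM single point; ATP 10 uM; 30 min 37 °C; Transcreener ADP HTRF detection, 30 min RT; ratio 665/615.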
Nrf2 ARE act: activates Nrf2 signaling; AREc32 ARE-luciferase reporter (MCF7-derived line), luminescence, 24 h; Potency, µM (titrated, usually from 46.1 µM), for inactives: top-dose activation, actives largely listed as activators; actives 0.31% (n = 410,000); further: potency means the concentration at half of the fitted maximal effect; % of control where 0% means no effect; nearly all actives have a fitted effect of over 65% in size
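AREc32_Fluc, 1000 cells/well, OPTI-MEM + 5% FBS, o/n 37 deg C 5% CO2; 23 nL cpd by pin tool, 24 hr; Steady-Glo 30 min RT, luminescence.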
Akt phos inh: inhibitors of Akt phosphorylation. actives 0.32% (n = 360,000). Neuro2A IGF-stimulated pAkt S473 HTRF, 20 min; active compounds read low. activity change, % for hits at 50 µM; in the data active means activity change below about -80%; inconclusive means mostly about -51% to -80%; further: on the % scale 0 is the no-effect control and ±100 the full control effect
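Single-point screen (50 µM final compound) in Neuro2A cells stimulated 20 min with 6 nM IGF at 37 deg C. After lysis, Ser473-phosphorylated Akt read by HTRF (ex 330 nm, em 615/665 nm) as the 665/615 ratio.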
TGFb inhibitor: TGF-b pathway inhibition; HepG2 CAGA-GFP TGF-b/SMAD3 reporter, GFP fluorescence, 18 h; TGF-beta stimulated, 500 pg/mL final; Potency, µM (series often up to 46.1 µM), inactives show at the highest dose activity, negative = inhibition, usual class: inhibitors; actives 1.2% (n = 410,000); further: potency means the concentration at half of the fitted maximal effect; on the % scale 0 is the no-effect control and ±100 the full control effect; nearly all actives have a fitted effect of over 65% in size
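Smad-responsive CAGA-GFP expression was quantified in HEPG2 cells exposed to compounds and 500 pg/mL final TGF-beta for 18 h at 37 degrees C; unstimulated wells defined full inhibition.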
Nrf2 block: blocks Nrf2 signaling. actives 2.1% (n = 360,000). Potency, µM (series often up to 46 µM), for the others: at the top dose activity change, negative = inhibition, hits mostly inhibitors. AID 504444. A549 ARE-Fluc reporter, luciferase luminescence, 18-24 h; further: potency means the concentration at half of the fitted maximal effect; on the % scale 0 is the no-effect control and ±100 the full control effect; nearly all actives have a fitted effect of over 60% in size
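In this cell-based qHTS, ARE-driven firefly luciferase in A549 cells reports Nrf2 activity; the luminescent signal after BugLite lysis is the measured value, with a prior CellTiter-Fluor read for cell health.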
A549 viability: A549 cytotoxicity, counter-screen for Nrf2 inhibitors; A549 ARE-Fluc cells, CellTiter-Fluor viability, 18-24 h; Potency, µM (highest dose often 46 µM), for the others: at the top dose activity change, negative = cytotoxicity, hits mostly inhibitors; actives 0.16% (n = 390,000); further: potency means the concentration at half of the fitted maximal effect; on the % scale 0 is the no-effect control and ±100 the full control effect
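A549 ARE_Fluc cells in 5% FBS OPTI-MEM were exposed to compounds in concentration-response for 18-24 h at 37 deg C. Viability was read by CellTiter-Fluor fluorescence (Ex 405/Em 525) after 30 min, before the luciferase read.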
EPAC2 agonist: agonists of human EPAC2 (RAPGEF4). actives 0.079% (n = 360,000). EPAC2 activation, biochemical qHTS; response scale: 100% = 6.5 mM cAMP response. AID 720711. Potency, µM (doses to about 154 µM), for the others: at the top dose activation, usual class: activators. Q8WZA2; further: potency means the concentration at half of the fitted maximal effect; nearly all actives have a fitted effect of over 50% in size
Target sequence (Q8WZA2 whole entry, looked up): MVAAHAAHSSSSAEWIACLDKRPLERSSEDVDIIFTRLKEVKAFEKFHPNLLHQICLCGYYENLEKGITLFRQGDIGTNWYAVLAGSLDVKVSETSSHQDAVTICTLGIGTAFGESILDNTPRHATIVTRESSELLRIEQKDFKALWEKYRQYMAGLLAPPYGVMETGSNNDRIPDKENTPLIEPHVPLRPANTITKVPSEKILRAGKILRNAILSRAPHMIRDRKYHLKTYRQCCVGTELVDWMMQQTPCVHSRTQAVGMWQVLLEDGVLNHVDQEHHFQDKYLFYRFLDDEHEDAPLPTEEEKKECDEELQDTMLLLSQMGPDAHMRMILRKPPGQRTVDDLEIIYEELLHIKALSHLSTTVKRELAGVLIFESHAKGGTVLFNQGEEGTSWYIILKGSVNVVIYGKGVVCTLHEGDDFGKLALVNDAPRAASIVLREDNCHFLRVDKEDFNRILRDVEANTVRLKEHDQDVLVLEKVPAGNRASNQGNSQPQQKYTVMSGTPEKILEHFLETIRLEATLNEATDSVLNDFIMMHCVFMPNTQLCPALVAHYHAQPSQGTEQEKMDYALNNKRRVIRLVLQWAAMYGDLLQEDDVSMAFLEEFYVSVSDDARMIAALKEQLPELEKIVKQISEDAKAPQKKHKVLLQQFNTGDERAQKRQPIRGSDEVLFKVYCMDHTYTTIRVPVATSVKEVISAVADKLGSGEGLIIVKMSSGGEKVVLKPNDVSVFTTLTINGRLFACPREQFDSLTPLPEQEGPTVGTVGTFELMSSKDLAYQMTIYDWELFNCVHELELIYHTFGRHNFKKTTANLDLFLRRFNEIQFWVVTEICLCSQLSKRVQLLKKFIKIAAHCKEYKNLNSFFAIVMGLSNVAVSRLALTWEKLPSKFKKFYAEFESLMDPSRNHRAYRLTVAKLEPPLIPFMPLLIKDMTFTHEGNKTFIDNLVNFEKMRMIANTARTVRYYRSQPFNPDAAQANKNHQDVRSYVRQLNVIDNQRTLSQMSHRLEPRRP
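Fluorescence exchange assay: 100 nM EPAC2 with 250 nM RAP1B-BODIPY-GDP and 50 uM GDP; compounds tested as a concentration-titration series (qHTS). Loss of Rap1-bound BODIPY-GDP fluorescence read at 480/540 nm; data normalized to 6.5 mM cAMP.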
EPAC2 antag: EPAC2 (human) antagonism; Q8WZA2; AID 720708; actives 0.18% (n = 360,000); EPAC2 GEF exchange of Rap1B-BODIPY-GDP, fluorescence; Potency, µM (highest dose often 114 µM), for the others: at the highest dose activity, negative = inhibition, usual class: inhibitors; further: potency means the concentration at half of the fitted maximal effect; on the % scale 0 is the no-effect control and ±100 the full control effect; nearly all actives have a fitted effect of over 45% in size; many of its hits are not listed in these tables
MmCpn inh: inhibitors of Methanococcus maripaludis chaperonin (MmCpn) | purified Mm-Cpn ATPase, ADP Transcreener TR-FRET | Potency, µM (doses to about 76.9 µM), inactives show at the highest dose activity, negative = inhibition, actives largely listed as inhibitors | actives 0.031% (n = 330,000); further: potency means the concentration at half of the fitted maximal effect; on the % scale 0 is the no-effect control and ±100 the full control effect; nearly all actives have a fitted effect of over 80% in size
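ATP (10 uM final) was added to archaeal chaperonin (25 nM final) after 10 min exposure to test compound at 37°C; after 30 min further incubation, ADP was detected by competitive TR-FRET.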
* hit, by the source's call; i = inactive; ? = inconclusive; . = not tested or not shown. Unless noted, the call rests on the fitted dose curve; in most records, active means well fitted curve in the direction sought with a large enough effect; inconclusive means small, poorly fitted or top-dose-only effect, or another doubt; inactive means no such curve, though single readings can be large; an effect the other way counts as inactive or inconclusive. Some of the compounds tested. The share of hits here may be higher or lower than overall.

no.	smiles	Nrf2 ARE act	TGFb inhibitor	MmCpn inh	Akt phos inh	CCT modulator	A549 viability	EPAC2 agonist	Nrf2 block	EPAC2 antag
1	O=C1Nc2ccc(Br)cc2C1(O)c1ccc(F)cc1 (stereo not given)	3.1%	-12.8%	1.2%	i	-1.6	-4.8%	2.8%	7.1%	-5.8%
2	COc1ccc(C(=O)Cc2cc3cccc(OC)c3oc2=O)cc1	-0.2%	18.8%	-19.8%	i	0.4	10.7%	3.6%	7.6%	-0.2%
3	Cc1ccccc1N1CCN(Cc2nc(Cc3ccccc3)no2)CC1	2.6%	-14.9%	0.6%	i	0.9	8.9%	9.8%	-0.1%	-2.4%
4	Cc1cc(F)ccc1NCc1ccc([N+](=O)[O-])cc1	2.0%	5.3%	-14.5%	i	-2.9	-6.2%	20.7%	-8.8%	-18.5%
5	COc1ccc(OC)c(C(c2nnnn2C2CCCC2)N2CCN(c3ccc(F)cc3)CC2)c1 (stereo not given)	2.4%	19.7%	-0.6%	i	-2.5	15.8%	-5.9%	.	8.2%
6	O=S(=O)(NCc1nnnn1-c1ccc(F)cc1)c1ccc(F)cc1	-1.4%	4.3%	.	i	-0.4	.	11.4%	.	5.9%
7	COC(=O)c1c(N2C(=O)CC(Sc3ccccc3C(=O)O)C2=O)sc2c1CCCC2 (stereo not given)	2.7%	13.4%	-2.9%	i	-1.5	1.2%	6.8%	-0.5%	-11.0%
8	Cc1ccc(N(C)C2=NC(=O)CS2)cc1Cl	2.6%	3.2%	-8.4%	i	1.9	2.0%	9.6%	-2.8%	-0.1%
9	O=C(c1ccc2c(c1)OCO2)N1CCN(c2ccc(C(F)(F)F)cn2)CC1	4.6%	-7.9%	0.6%	i	-7.7	-0.2%	4.0%	11.6µM*	-2.1%
10	O=C(COC(=O)CNC(=O)c1ccccc1Cl)NC1CCCC1	1.9%	15.6%	-0.4%	i	-1.8	-1.7%	?	-9.8%	-7.6%
11	Cc1ccc(OCC(=O)N/N=C/c2cccn2C)cc1C	1.5%	-6.4%	-0.4%	i	0.7	20.6%	-1.9%	-7.3%	-9.4%
12	COc1ccc(Cl)c(OC)c1C(=O)NC(=O)Nc1nc(C)nc(C)n1	-0.1%	0.5%	1.7%	i	-0.7	-7.0%	6.7%	8.7%	0.5%
13	CN1c2ccccc2C(=O)NC1c1ccc([N+](=O)[O-])s1 (stereo not given)	2.5%	-8.1%	1.9%	i	-0.4	-3.7%	1.0%	-16.5%	-2.5%
14	Cc1ccc(CNC(=O)CCCn2c(=O)c3ccccc3n(CC(=O)Nc3ccc(C)cc3)c2=O)cc1	0.6%	-1.7%	.	.	.	2.3%	.	4.0%	.
15	CCOC(=O)COc1c(/C=N\O)cc(Cl)cc1OC	3.6%	-28.2%	-3.1%	i	-0.6	6.3%	9.9%	17.4%	-1.8%
16	Cc1c(Cl)cccc1NC(=O)NCCCN1CCCC1=O	-0.6%	-23.6%	-2.8%	i	0.7	0.5%	3.6%	0.9%	19.7%

Whole records from above.
Results for `COc1ccc(Cl)c(OC)c1C(=O)NC(=O)Nc1nc(C)nc(C)n1` : Nrf2 ARE act = -0.1%; TGFb inhibitor = 0.5%; MmCpn inh = 1.7%; Akt phos inh = i; CCT modulator = -0.7; A549 viability = -7.0%; EPAC2 agonist = 6.7%; Nrf2 block = 8.7%; EPAC2 antag = 0.5%
Results for `Cc1ccc(CNC(=O)CCCn2c(=O)c3ccccc3n(CC(=O)Nc3ccc(C)cc3)c2=O)cc1` : Nrf2 ARE act = 0.6%; TGFb inhibitor = -1.7%; MmCpn inh = .; Akt phos inh = .; CCT modulator = .; A549 viability = 2.3%; EPAC2 agonist = .; Nrf2 block = 4.0%; EPAC2 antag = .

(list continues)
no.	smiles	Nrf2 ARE act	TGFb inhibitor	MmCpn inh	Akt phos inh	CCT modulator	A549 viability	EPAC2 agonist	Nrf2 block	EPAC2 antag
17	CCN(C(=O)COC(=O)CN1C(=O)c2ccccc2C1=O)c1ccccc1	0.0%	-4.6%	1.3%	i	-1.2	-1.7%	9.7%	0.7%	-6.2%
18	Cc1c(C(=O)NCc2cccc(C(F)(F)F)c2)sc(=O)n1Cc1ccccc1F	-0.1%	?	.	i	-1.3	.	-6.6%	.	-13.9%
19	O=C(c1ccc(F)cc1)N1CCC(c2nc3ccccc3s2)CC1	0.3%	?	.	.	.	6.4%	.	-28.8%	.
20	Cc1nnc(SCC(=O)NNC(=O)C(C)C)[nH]c1=O	-0.7%	-7.8%	1.3%	i	0.1	-3.5%	6.9%	11.2%	0.6%
21	O=C(Nc1ccc(N2CCN(C(=O)c3ccccc3)CC2)c(Cl)c1)c1ccc(Br)o1	-0.7%	-3.6%	-9.1%	-86.0%*	2.4	-10.2%	13.7%	.	14.3%
22	CC1CC2(CCCC2)N(C(=O)c2ccccc2)Cc2ccccc21 (stereo not given)	-0.9%	?	0.6%	i	1.6	14.0%	2.9%	?	?
23	CCC(=O)Nc1ccc2c(c1)nc(CCN1CCCCC1)n2C	-0.3%	1.3%	-5.6%	i	-0.8	8.4%	17.1%	1.6%	6.1%
24	CC(c1ccco1)N(C(=O)C12CC3(C)CC(C)(CC(C)(C3)C1)C2)c1ccccn1 (stereo not given)	0.2%	4.7%	-1.8%	i	0.3	-3.0%	1.6%	17.0%	-4.5%
25	COc1ccc(NC(=S)/N=C(\N)Nc2nc(C)c3ccccc3n2)cc1	4.3%	?	-7.6%	i	-5.6	-0.9%	7.5%	1.0%	-11.0%

Filtered by structure, the entries above with four or more nitrogen atoms.
no.	smiles	Nrf2 ARE act	TGFb inhibitor	MmCpn inh	Akt phos inh	CCT modulator	A549 viability	EPAC2 agonist	Nrf2 block	EPAC2 antag
3	Cc1ccccc1N1CCN(Cc2nc(Cc3ccccc3)no2)CC1	2.6%	-14.9%	0.6%	i	0.9	8.9%	9.8%	-0.1%	-2.4%
5	COc1ccc(OC)c(C(c2nnnn2C2CCCC2)N2CCN(c3ccc(F)cc3)CC2)c1 (stereo not given)	2.4%	19.7%	-0.6%	i	-2.5	15.8%	-5.9%	.	8.2%
6	O=S(=O)(NCc1nnnn1-c1ccc(F)cc1)c1ccc(F)cc1	-1.4%	4.3%	.	i	-0.4	.	11.4%	.	5.9%
12	COc1ccc(Cl)c(OC)c1C(=O)NC(=O)Nc1nc(C)nc(C)n1	-0.1%	0.5%	1.7%	i	-0.7	-7.0%	6.7%	8.7%	0.5%
14	Cc1ccc(CNC(=O)CCCn2c(=O)c3ccccc3n(CC(=O)Nc3ccc(C)cc3)c2=O)cc1	0.6%	-1.7%	.	.	.	2.3%	.	4.0%	.
20	Cc1nnc(SCC(=O)NNC(=O)C(C)C)[nH]c1=O	-0.7%	-7.8%	1.3%	i	0.1	-3.5%	6.9%	11.2%	0.6%
23	CCC(=O)Nc1ccc2c(c1)nc(CCN1CCCCC1)n2C	-0.3%	1.3%	-5.6%	i	-0.8	8.4%	17.1%	1.6%	6.1%
25	COc1ccc(NC(=S)/N=C(\N)Nc2nc(C)c3ccccc3n2)cc1	4.3%	?	-7.6%	i	-5.6	-0.9%	7.5%	1.0%	-11.0%

Screening results (PubChem)
